Screens (PubChem)
Runt-SMMHC FRET: Runt domain-CBFb-SMMHC interaction inhibition; Q01196+Q13951; Cerulean-Runt/Venus-CBFb-SMMHC FRET ratio 530/480, 1 h; inhibition, % at 20 µM; 220,000 tested, 0.74% active;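 active = mean inhibition across duplicate retests at 20 µM reaching about 50%, limit read from the data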;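 note: 0% = DMSO wells and 100% = wells with excess untagged CBFb-SMMHC; inhibitors lower the FRET ratio by blocking Runt binding to CBFb-SMMHC; some results filed as inactive read as strong as hits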
KLK5 inh: blocks human kallikrein 5 protease activity | Q9Y337 | recombinant hK5, fluorogenic AMC substrate cleavage | inhibition, % at 5 µM | 210,000 tested, 0.59% active | AID 873;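 active = inhibition of 40% or more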;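 note: 0% = enzyme controls without compound and 100% = no-enzyme blanks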
FXIIa inh 1536: inhibitors of human coagulation factor XIIa | inhibition, % at 5 µM | purified FXIIa, Boc-QGR-AMC fluorogenic substrate, 2 h | 220,000 tested, 0.3% active | P00748; in the data active = inhibition above about 40%;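 note: 0% = enzyme with no compound and 100% = blank without enzyme; many of its hits are not listed in these tables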
Runt-CBFb FRET: Runt domain-CBFb interaction inhibition; inhibition, % at 20 µM; 220,000 tested, 0.46% active; Cerulean-Runt/Venus-CBFb FRET ratio 530/480, 1 h; AID 1496;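 active = inhibition over about 50% at 20 µM in the single-dose screen, limit read from the data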;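 note: 0% = DMSO wells and 100% = excess unlabeled CBFb competitor control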
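Assay system: Cerulean-Runt domain fusion protein, energy donor; Signal: fluorescence energy transfer, 422 nm excitation, 530/480 nm emission; Timing: 1 h compound exposure, room temperature; Control set: unlabeled CBFb; Medium: Tris buffer pH 7.5 with salts and BSA; Compound: single test concentration of 20 µM, 1% DMSO final; Probe or stimulus: Venus-CBFb 100 nM.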
Wee1 stabilizer: human Wee1 degradation inhibition, primary screen; HeLa Luc-Wee1K328M stability, luciferase luminescence; 100% = proteasome inhibitor MG132 effect; reporter increase, % at 5 µM; AID 1321; 220,000 tested, 1.2% active;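 active = activation above the mean of all tested compounds plus 3 SD, set per screening run, cut at about 8.8% in these data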;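 note: cells exposed to compound for 20 h before luminescence read; 0% = DMSO alone and 100% = MG132 at 30 µM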
FXIa inh: factor XIa (human) inhibition | inhibition, % at 5 µM | AID 798 | purified FXIa, Boc-Glu-Ala-Arg-AMC fluorogenic substrate | 220,000 tested, 0.14% active | P03951;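 active = inhibition of at least 40%; inactive = inhibition below 40%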;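 note: fluorescence of freed AMC excited at 355 nm; 0% = enzyme without compound and 100% = no enzyme blank; many of its hits are not listed in these tables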
Hck Nef HTS: human Hck-Nef kinase inhibition. P08631. Recombinant Hck-YEEI plus Nef, Z-Lyte FRET kinase assay. inhibition, % at 20 µM. 220,000 tested, 0.68% active;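 active = Hck-Nef kinase inhibition above about 50%, limit read from the data; inactive = inhibition below that limit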;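 note: 0% = DMSO with Hck plus Nef and 100% = Hck alone without Nef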
Target sequence (P08631 whole entry, looked up): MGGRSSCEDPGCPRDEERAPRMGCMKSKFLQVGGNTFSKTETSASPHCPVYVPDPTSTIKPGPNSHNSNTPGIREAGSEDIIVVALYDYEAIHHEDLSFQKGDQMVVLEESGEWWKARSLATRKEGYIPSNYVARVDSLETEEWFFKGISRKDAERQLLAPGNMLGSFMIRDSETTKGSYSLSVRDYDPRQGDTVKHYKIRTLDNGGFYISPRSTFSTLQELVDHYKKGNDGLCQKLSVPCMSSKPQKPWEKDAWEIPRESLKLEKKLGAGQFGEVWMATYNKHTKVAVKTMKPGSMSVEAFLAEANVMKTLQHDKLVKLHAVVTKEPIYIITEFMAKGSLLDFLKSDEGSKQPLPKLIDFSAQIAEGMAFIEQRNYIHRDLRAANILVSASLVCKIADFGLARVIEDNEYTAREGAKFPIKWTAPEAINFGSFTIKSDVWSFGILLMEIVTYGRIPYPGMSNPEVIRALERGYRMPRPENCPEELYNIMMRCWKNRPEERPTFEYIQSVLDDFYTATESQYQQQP
thrombin 1536: inhibitors of human thrombin; 220,000 tested, 0.26% active; inhibition, % at 5 µM; alpha-thrombin, Boc-VPR-AMC fluorogenic substrate cleavage;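 active = inhibition at or above 40%; inactive = inhibition below 40%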;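 note: 0% = enzyme with no compound and 100% = wells without enzyme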
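System – human alpha-thrombin · Medium – pH 7.5 Tris (50 mM) with NaCl 150 mM, Tween 20 0.05% · Compound – single-point dosing at 5 µM, 0.2% DMSO · Incubation – enzyme reaction carried out at room temperature · Technique – fluorescence of released AMC, ex 355 nm, em 460 nm · Read-out basis – % inhibition of thrombin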
14-3-3 Bad inh: disrupts binding of bovine 14-3-3 zeta to phospho-Bad peptide | TR-FRET 14-3-3zeta/Dy647-pBad peptide displacement, 1 h | 220,000 tested, 0.71% active | inhibition, % at 21.7 µM;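 active = inhibition above about 70%, limit read from the data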;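 note: 0% = full 14-3-3 plus peptide FRET controls and 100% = background without 14-3-3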
Target sequence (P63103 whole entry, looked up): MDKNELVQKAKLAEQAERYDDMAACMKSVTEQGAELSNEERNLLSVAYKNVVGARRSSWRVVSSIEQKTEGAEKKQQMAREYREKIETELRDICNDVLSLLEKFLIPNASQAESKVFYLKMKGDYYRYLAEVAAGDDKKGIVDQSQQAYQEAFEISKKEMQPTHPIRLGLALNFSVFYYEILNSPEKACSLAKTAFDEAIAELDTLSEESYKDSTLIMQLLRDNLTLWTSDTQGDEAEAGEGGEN
* hit, by the source's call; nt = not tested or not shown; [ ] = remark or other dose. No enrichment for hits; 4.2% or so of the library scored in one or more.

No. | Runt-SMMHC FRET | KLK5 inh | FXIIa inh 1536 | Runt-CBFb FRET | Wee1 stabilizer | FXIa inh | Hck Nef HTS | thrombin 1536 | 14-3-3 Bad inh | SMILES
1 | -1 | -4 | 3 | 2 | 1 | -5 | 20 | -10 | -5 | COc1ccc(-n2cnc3scc(-c4ccccc4)c3c2=O)cc1
2 | 3 | -6 | 5 | 4 | 1 | 3 | -18 | 1 | 0[fluorescence artefact?] | CCN(CC)C(=O)c1sc(NC(=O)c2cccc([N+](=O)[O-])c2)c(C#N)c1C
3 | -1 | -9 | 18 | 7 | -2 | 5 | 4 | 7 | 17 | Cc1ccc(N(Cc2cc(=O)[nH]c3ccccc23)C(=O)c2ccco2)cc1
4 | 1 | -2 | 2 | 0 | -1 | -7 | -1 | -1 | -3 | CC(C)c1nnc(NC(=O)CSc2nc3ccccc3s2)s1
5 | -2 | 4 | 8 | -2 | 0 | 0 | 20 | -7 | -10 | O=C(CSc1ncnc2sccc12)Nc1ccccc1F
6 | 0 | -1 | 5 | 1 | 1 | -6 | 1 | -5 | 43[fluorescence artefact?] | COn1cnnc1-c1ccccc1
7 | -52 | -17 | 9 | -13 | -3 | 1 | -1 | -9 | -19[fluorescence artefact?] | CC(=O)C1=NN(c2ccccc2)C(c2ccc3c(c2)OCO3)N1c1ccc(N2CCOCC2)cc1 (centres undefined)
8 | 0 | 17 | 8 | -2 | 1 | -9 | -1 | 5 | 7 | COc1ccc(-c2cc(N)n(S(=O)(=O)Cc3ccccc3)n2)c(OC)c1
9 | 0 | 3 | 13 | -1 | 2 | -1 | 16 | 2 | 3 | O=C(CNC(=O)C1COc2ccccc2O1)N/N=C\c1ccc(Cl)cc1 (centres undefined)
10 | -3 | -14 | 3 | -1 | 0 | -1 | -2 | -19 | 18 | COc1ccc(OC)c(S(=O)(=O)N2CCCCC2C(=O)O)c1 (centres undefined)
11 | 0 | -6 | 7 | 0 | 5 | 6 | 2 | 0 | 8 | Cc1onc(-c2ccccc2)c1C(=O)NC(C)C
12 | -3 | -24 | 14 | 2 | -3 | 6 | 0 | 2 | 4 | CCCCc1ccc(CC(=O)O)cc1
13 | -6 | -6 | 3 | 2 | 1 | -17 | 2 | -4 | -2 | COc1ccc(-c2nnc(N3CCCCC3)c3ccccc23)cc1
14 | 1 | -2 | 11 | 0 | -1 | 7 | 3 | 1 | -16 | CC(=O)c1c(N2CCN(c3ccc(F)cc3)CC2)nc(=S)n(Cc2ccccc2)c1C
15 | 1 | 1 | 8 | -1 | -3 | 0 | 19 | -6 | -7 | O=C(NNS(=O)(=O)c1ccc(Br)cc1)c1cccs1

An excerpt from above in order of number of heavy atoms, falling.
No. | Runt-SMMHC FRET | KLK5 inh | FXIIa inh 1536 | Runt-CBFb FRET | Wee1 stabilizer | FXIa inh | Hck Nef HTS | thrombin 1536 | 14-3-3 Bad inh | SMILES
7 | -52 | -17 | 9 | -13 | -3 | 1 | -1 | -9 | -19[fluorescence artefact?] | CC(=O)C1=NN(c2ccccc2)C(c2ccc3c(c2)OCO3)N1c1ccc(N2CCOCC2)cc1 (centres undefined)
14 | 1 | -2 | 11 | 0 | -1 | 7 | 3 | 1 | -16 | CC(=O)c1c(N2CCN(c3ccc(F)cc3)CC2)nc(=S)n(Cc2ccccc2)c1C
3 | -1 | -9 | 18 | 7 | -2 | 5 | 4 | 7 | 17 | Cc1ccc(N(Cc2cc(=O)[nH]c3ccccc23)C(=O)c2ccco2)cc1
1 | -1 | -4 | 3 | 2 | 1 | -5 | 20 | -10 | -5 | COc1ccc(-n2cnc3scc(-c4ccccc4)c3c2=O)cc1

More records:
No. | Runt-SMMHC FRET | KLK5 inh | FXIIa inh 1536 | Runt-CBFb FRET | Wee1 stabilizer | FXIa inh | Hck Nef HTS | thrombin 1536 | 14-3-3 Bad inh | SMILES
16 | 3 | 0 | 1 | -1 | 2 | 0 | 0 | -4 | 9 | c1ccc(COc2ccc(-c3csnn3)cc2)cc1
17 | -4 | -13 | 4 | 4 | 2 | -3 | 0 | -4 | 0 | O=C(NCC(c1ccco1)N1CCCC1)c1ccc(Cl)cc1 (centres undefined)
18 | -2 | -27 | 14 | 2 | 5 | 0 | 5 | 4 | 0[fluorescence artefact?] | CCC(C)NC(=O)c1ccccc1C(=O)NC(C)CC (centres undefined)
19 | -13 | 3 | 20 | -9 | -2 | 8 | -1 | 3 | 1 | CN(C)/C=C/C(=O)c1ccc(N2CCN(c3ncc(C(F)(F)F)cc3Cl)CC2)cc1
20 | -7 | nt | 5 | -1 | 0 | 0 | 14 | -5 | -2 | CCC(C)NS(=O)(=O)c1ccc(NS(=O)(=O)c2ccccc2[N+](=O)[O-])cc1 (centres undefined)
21 | -6 | -2 | 18 | -6 | -1 | 8 | -2 | 0 | -3 | CCc1nc2ccc(F)cc2c(C(=O)NC2CCCCC2C)c1C (centres undefined)
22 | 4 | -9 | 1 | -5 | -1 | -8 | -2 | -7 | -12 | Cc1ccc(N2C(=O)CC(NNc3nc4ccccc4s3)C2=O)cc1 (centres undefined)
23 | -1 | -1 | 11 | 3 | -4 | -1 | 2 | 4 | 16[fluorescence artefact?] | CCC(C)C(=O)Nc1cc(C(=O)OC)ccc1C(=O)OC (centres undefined)
24 | -7 | 5 | 18 | 1 | 2 | 6 | 0 | 1 | 7 | CCOc1ccc(S(=O)(=O)Nc2ccc(F)cc2)c(C)c1C
25 | 0 | -9 | -2 | 0 | -1 | 6 | 2 | 3 | 0 | CC(C(=O)Nc1ccccc1-c1ccccc1)N1CCN(S(=O)(=O)c2ccccc2)CC1 (centres undefined)
26 | -6 | 1 | 10 | 3 | 4 | 0 | 3 | 3 | -6 | CCC(C)NC(=O)C1CC(c2cccc(OC)c2)=NO1 (centres undefined)
27 | 2 | 9 | 6 | 0 | 1 | -5 | 22 | -5 | -10 | COc1cc(OC)c(OC)cc1/C=N/NC(=O)c1cnccn1
28 | -2 | -9 | 15 | -3 | -2 | -4 | 2 | -15 | 1 | CCCCNC(=O)c1ccc(CS(=O)(=O)c2cccc(C(F)(F)F)c2)o1

Copied from the list.
KLK5 inh result of `CCCCNC(=O)c1ccc(CS(=O)(=O)c2cccc(C(F)(F)F)c2)o1` → -9
Wee1 stabilizer result of `O=C(NCC(c1ccco1)N1CCCC1)c1ccc(Cl)cc1` (centres undefined) → 2
Hck Nef HTS result of `CN(C)/C=C/C(=O)c1ccc(N2CCN(c3ncc(C(F)(F)F)cc3Cl)CC2)cc1` → -1
Wee1 stabilizer result of `c1ccc(COc2ccc(-c3csnn3)cc2)cc1` → 2
